PrPC surface inh: inhibitors of human cell surface prion protein PrPC; inhibition, % at 13.8 µM; P04156; actives 0.43% (n = 370,000); TR-FRET read-out; in the data active means inhibition above about 24%; further: 0% = median of the test wells and 100% = reference compound wells
CCHF vOTU inh: CCHFV vOTU protease inhibition | actives 0.55% (n = 370,000) | inhibition, % at 11.5 µM | AID 651958 | Pep-AMC fluorescence; further: 0% = vehicle wells with enzyme and 100% = no enzyme wells
Mtb BioA inh: inhibitors of Mycobacterium tuberculosis BioA enzyme. purified M. tuberculosis BioA enzyme, plate reader. inhibition, % at 9.99 µM. actives 0.096% (n = 360,000); in the data active means inhibition above about 40%; inconclusive means no clear call, values can overlap the other calls
UGM FP inh: Mtb UDP-galactopyranose mutase inhibition; P9WIQ1; purified UGM, fluorescence polarization probe displacement; inhibition, % at 10 µM; actives 0.06% (n = 320,000); in the data active means inhibition above about 10%, passing the limit was not always enough; inconclusive means no clear call, values can overlap the other calls
Target sequence (P9WIQ1 whole entry, looked up): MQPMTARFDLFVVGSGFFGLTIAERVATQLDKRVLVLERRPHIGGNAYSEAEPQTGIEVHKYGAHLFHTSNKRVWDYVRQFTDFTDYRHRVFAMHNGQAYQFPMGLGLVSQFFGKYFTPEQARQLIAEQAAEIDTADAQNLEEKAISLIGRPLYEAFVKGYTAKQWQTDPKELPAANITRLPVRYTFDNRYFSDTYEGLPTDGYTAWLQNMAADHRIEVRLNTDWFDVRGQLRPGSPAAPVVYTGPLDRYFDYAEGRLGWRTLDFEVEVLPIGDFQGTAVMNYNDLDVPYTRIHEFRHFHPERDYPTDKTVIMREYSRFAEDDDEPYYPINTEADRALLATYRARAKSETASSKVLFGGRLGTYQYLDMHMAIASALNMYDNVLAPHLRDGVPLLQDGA
FBA Mtb inh: Mtb fructose-bisphosphate aldolase inhibition | P9WQA3 | purified M. tuberculosis FBA, fluorescence read-out | inhibition, % at 1 µM | actives 2.3% (n = 360,000) | AID 588726; in the data active means inhibition above about 27%;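 further: 0% = vehicle and 100% = reference inhibitor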
Target sequence (P9WQA3 whole entry, looked up): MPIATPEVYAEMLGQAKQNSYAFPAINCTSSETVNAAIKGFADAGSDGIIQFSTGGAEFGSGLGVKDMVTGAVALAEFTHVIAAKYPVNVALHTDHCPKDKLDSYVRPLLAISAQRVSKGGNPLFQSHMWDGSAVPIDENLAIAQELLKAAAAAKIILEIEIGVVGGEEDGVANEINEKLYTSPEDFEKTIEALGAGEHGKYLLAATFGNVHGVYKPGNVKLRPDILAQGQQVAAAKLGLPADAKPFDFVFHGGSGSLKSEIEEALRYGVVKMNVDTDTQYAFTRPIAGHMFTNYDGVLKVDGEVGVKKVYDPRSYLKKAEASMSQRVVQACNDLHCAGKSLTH
BoNT-F LC inh: blocks Botulinum neurotoxin F light chain protease. Multiplex microsphere protease cleavage assay, flow cytometry. inhibition, % at 10 µM. actives 0.22% (n = 360,000). AID 588497; in the data active means inhibition above about 35%, passing the limit was not always enough; inconclusive means no clear call, values can overlap the other calls; further: plate controls were buffer without enzyme for full effect and enzyme alone for no effect
BoNT-A LC inh2: BoNT A light chain protease inhibition; multiplex microsphere protease substrate cleavage, flow cytometry; inhibition, % at 10 µM; actives 0.17% (n = 360,000); in the data active means inhibition above about 30%; inconclusive means no clear call, values can overlap the other calls; further: plate controls were buffer without enzyme for full effect and enzyme alone for no effect
GDH-TPI counter: counter-screen for M. tuberculosis FBA inhibitors: GDH-TPI coupled enzymes; GDH-TPI coupled enzyme counterscreen, NADH absorbance; inhibition, % at 4.8 µM; actives 1.2% (n = 360,000); AID 588335;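 further: 0% = DMSO wells and 100% = wells lacking the enzyme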
FadD28 binding: M. tuberculosis FadD28 bisubstrate binding inhibition | FadD28 bisubstrate probe binding, fluorescence polarization | AID 588549 | actives 0.22% (n = 360,000) | inhibition, % at 12.5 µM; in the data active means inhibition above about 8.5%, passing the limit was not always enough; inconclusive means no clear call, values can overlap the other calls
* = called active by the depositor; ? = inconclusive; · = no result given; + = active, no number. Unless noted, no stated cut-off is given here; in the data, active means inhibition above about 30%; inactive means the rest.

SMILES	PrPC surface inh	CCHF vOTU inh	Mtb BioA inh	UGM FP inh	FBA Mtb inh	BoNT-F LC inh	BoNT-A LC inh2	GDH-TPI counter	FadD28 binding
COc1ccc(CC(=O)NNS(=O)(=O)c2ccc3ccccc3c2)cc1OC	-7.0	-15.5	-1.4	0.0	-3.2	1.2	0.8	-2.2	-2.5
COc1cccc(C(=O)Nc2cc(C(=O)NCCc3ccccc3)ccc2Cl)c1	-1.7	-9.9	-0.3	-1.7	-1.8	1.4	1.2	14.3	-3.5
O=C(CN1CCN(S(=O)(=O)c2ccc(Br)cc2)CC1)N/N=C/c1cc([N+](=O)[O-])ccc1Cl	-1.2	-0.6	·	-1.1	3.4	-1.6	-0.7	-1.4	-4.1
O=C(NC(Cc1c[nH]c2ccccc12)C(=O)O)/C(=C/c1ccco1)NC(=O)c1ccccc1 (configuration not stated)	-11.6	9.9	·	6.3	0.6	-2.4	-3.6	4.9	1.2
CCN1C(=O)/C(=C2/Sc3ccc(OC)cc3N2C)SC1=Nc1cccc(O)c1	3.0	-6.2	-0.5	4.1	3.3	-5.5	-0.6	2.5	-0.7
CC1=C(C(=O)O)N2C(=O)C(NC(=O)c3c(F)cccc3F)C2SC1 (configuration not stated)	2.0	-3.1	0.2	·	6.4	-0.4	-1.8	-1.1	0.0
COC(=O)C1=C(C(=O)OC)[C@@H]2N(C)c3ccc(OC)cc3[C@@]23C[C@@H](C(=O)OC)N(C(=O)c2ccco2)C3=N1	3.2	-4.2	-0.8	-1.7	-2.3	-10.8	0.3	7.8	-1.7
CCCN(CC1CC1)C(=O)COC(=O)c1ccc2c(c1)C(=O)N(c1ccc(OCC)cc1)C2=O	8.6	15.1	·	2.3	-9.5	-7.5	-0.6	-0.9	-5.6
CC(=O)c1cccc(NC(=O)CN2C(=O)C(=O)N(Cc3ccco3)C2=O)c1	-1.1	-5.3	0.3	-3.9	-0.5	0.4	1.0	8.6	-2.3
C[C@@H](C(=O)NC1CCN(Cc2ccccc2)CC1)N1C(=O)N2CCc3c([nH]c4ccccc34)[C@@]2(C)C1=O	11.2	1.4	0.3	1.5	-0.2	4.0	0.2	-2.1	1.0
CCOC(=O)c1c(NC(=O)Cn2nnc(-c3ccc(Cl)cc3)n2)sc(CC)c1C	2.0	10.3	·	-2.2	-0.5	-3.9	-0.6	13.8	-0.8
CCN(CC)C(=O)Nc1ccc(C(=O)OC)cc1	4.8	6.0	1.0	1.1	4.6	-24.7	-0.9	-3.7	-3.0
COc1ccccc1N(CC(=O)N1CCOCC1)S(C)(=O)=O	7.2	-5.6	1.1	1.0	0.6	8.4	-2.0	12.9	-0.3
COc1ccc(-c2cc3nc(C)cc(N4CC(C)CC(C)C4)n3n2)cc1 (configuration not stated)	3.4	0.4	-1.3	-2.2	7.3	-2.5	0.2	0.0	-4.7
O=C(O)c1cc(NC(=O)C2CCCO2)cc(NC(=O)C2CCCO2)c1 (configuration not stated)	-6.0	-17.6	·	-0.4	-0.1	-2.2	0.1	11.5	-0.5
O=C(N/C(=C/c1cccc([N+](=O)[O-])c1)C(=O)N1CCOCC1)c1ccccc1Br	-22.5	3.9	0.4	0.4	0.5	-4.0	-1.9	7.1	-1.8
CC(C)(C)NC(=O)Cn1c(SCC(=O)NC2CCCC2)nc2ccccc21	9.4	3.8	-2.5	3.8	3.5	0.6	-1.7	-3.0	-1.2
Cc1ccc(CNC(=O)C(OC(=O)c2ccco2)C(C)C)cc1 (configuration not stated)	-1.4	-13.9	-0.8	-0.1	-0.4	-12.3	-0.7	9.2	-1.4
Nc1cc(N)nc(SCC(=O)NCc2ccc3c(c2)OCO3)n1	-3.4	3.4	-1.3	4.6	-2.2	2.9	1.2	-3.5	-1.2
CCOc1ccccc1N1CCN(C(=O)c2cn(CC3CCCCC3)nn2)CC1	-6.1	0.3	2.0	0.6	4.6	3.6	-2.4	-0.3	1.7
CCCCOCCCNC(=O)N[C@@H](CC(C)C)C(=O)O	4.7	-7.1	0.4	0.0	0.1	-4.2	-0.3	4.2	-2.7
Cc1ccc(SCc2nc3ccccc3n2CC(=O)Nc2ccccc2)cc1	5.4	-8.4	-0.9	-3.0	0.2	13.0	2.3	4.7	-3.9
O=C(C[n+]1ccc(/C=N/O)cc1)N(Cc1ccccc1)Cc1ccccc1	-27.1	-4.5	·	1.1	4.0	-1.4	0.7	7.3	1.5
Cc1ccc(S(=O)(=O)Nc2ccccc2C(=O)NCc2cccnc2)cc1	-6.9	-8.1	·	-0.9	50.6*	-3.0	-0.1	-2.2	-3.6
C/C(=N\NC(=O)CC#N)c1cc2ccc(O)cc2oc1=O	-4.9	-308.7	-0.2	2.2	+	0.3	-0.6	17.1	-2.2
COc1ccc(C(=O)N2CCN(c3cccc(Cl)c3)CC2)cc1	-1.9	1.4	4.4	3.1	3.1	-8.0	-0.3	3.7	-0.6
Cn1c(=O)[nH]c(=O)c2c1nc(SCC(=O)Nc1ccccc1)n2Cc1ccccc1	-4.2	6.2	0.1	2.5	1.5	-2.6	-0.3	-13.2	-5.4
Cc1ccc(NC(=O)[C@@H](C)NC(=O)[C@@H]2Cc3ccccc3CN2)cc1	6.0	9.1	-0.9	2.5	1.0	-1.4	-0.9	3.5	-1.9
Cc1ccc2occ(/C=N/NC(=O)c3ccc(O)cc3)c(=O)c2c1	-7.7	8.3	-2.3	-2.5	0.0	-3.0	-0.6	16.1	0.3
CCOC(=O)c1ccc(NC(=O)COC(=O)c2cccc(Oc3ccccc3)c2)cc1	7.4	14.0	·	3.6	0.2	-3.8	-0.3	5.8	-2.7
Cc1nc2sc(C(c3ccccc3)N3CCOCC3)c(O)n2n1 (configuration not stated)	0.1	6.5	0.8	2.3	0.3	-7.6	-1.4	-3.3	-3.1
O=c1cc(O)c2sc3nc(-c4ccccc4)cc(C(F)(F)F)c3c2[nH]1	-4.0	-19.3	-0.1	1.3	2.8	2.8	2.7	20.2	-3.0
COC(=O)C1=C(c2cc3ccccc3o2)C[C@@H]2CC[C@H]1N2C(=O)NCc1ccc(C(F)(F)F)cc1	2.9	-3.3	-0.5	-0.2	-0.4	4.2	0.6	10.8	-13.4
Cc1nn(Cc2cccc(C(=O)Nc3ccn(Cc4c(F)c(F)cc(F)c4F)n3)c2)c(C)c1[N+](=O)[O-]	-1.6	4.5	-3.4	-2.1	-2.0	8.3	0.6	8.3	-2.1
CC(=O)Nc1ccc(NC(=O)C2CC(=O)N(C(C)C)C2)cc1 (configuration not stated)	9.9	-9.9	-0.9	-1.0	1.4	?	-1.2	10.3	-2.4
O=C(O)C1CCC(=O)N1Cc1ccccc1Cl (configuration not stated)	6.3	17.2	3.8	2.5	0.9	?	0.9	2.2	-1.2
O=C(CCc1nc2ccccc2c(=O)[nH]1)OCc1ccc(Cl)cc1Cl	0.0	-3.8	·	-0.6	-0.6	-0.5	-0.6	0.7	0.3
O=C(Cc1ccccc1)NCC(=O)Nc1ccccc1Br	4.8	0.0	-0.3	-1.7	-1.7	3.9	-3.0	1.5	-1.1
Fc1ccc(COc2ccc(Br)cc2CNCc2ccncc2)cc1	14.2	-5.7	·	-0.7	1.8	-6.4	-0.3	14.0	-6.5
Cc1ccc(-c2nn(-c3ccccc3)cc2/C=N/NC(=O)c2ccc3c(c2)OCO3)cc1	1.3	0.3	·	·	2.7	-4.5	-0.6	13.6	-1.0
COc1cc2c(cc1OC)-c1cc(OCc3ccccc3Cl)nc(=O)n1CC2	-0.1	-67.5	-0.3	-1.2	99.4*	-3.9	-0.7	28.7	0.1
COc1cccc(NC(=O)CSc2nnc3ccc(-c4ccncc4)nn23)c1	-27.4	16.5	-0.4	·	0.0	·	·	0.3	-3.4
O=C(CSc1ccncc1)Nc1ccc(S(=O)(=O)Nc2nccs2)cc1	-0.4	-11.8	·	0.1	1.9	2.6	-0.4	23.4	0.4
Cc1nc2ccccc2c2c1C(=O)N(c1ccc(C(=O)O)cc1)C2=O	-3.9	-6.9	·	2.0	2.8	-7.4	-0.2	-3.5	1.6
Cc1[nH]c(C)c(C(=O)/C=C/c2ccc([N+](=O)[O-])cc2)c1C	-11.8	1.1	-1.9	0.2	1.3	-3.4	-0.1	25.2	-1.8
O=c1[nH]c2ccc(S(=O)(=O)N3CCCCC3)cc2[nH]c1=O	5.2	3.6	-1.3	1.1	4.8	-6.6	-1.3	7.1	-0.7
N#Cc1cc(-c2ccccc2)[nH]c1-c1nccc2ccccc12	11.4	-32.2	-0.7	-1.5	17.3	-23.8	1.5	23.0	-0.9
Cn1ccnc1Sc1ccc(/C=N/NC(=O)c2ccccc2O)cc1[N+](=O)[O-]	-17.2	11.9	0.7	2.1	-1.8	-6.0	-1.0	27.1	0.8
Cc1ccc(-c2nn(-c3ccccc3)cc2/C=C/C(=O)O)o1	6.0	-5.5	-1.1	1.5	39.2*	-5.2	-2.0	16.3	-3.6
CC(=O)c1cccc(CN2CCCC(CCC(=O)NCc3ccc(C)o3)C2)c1 (configuration not stated)	-9.1	0.2	0.1	1.8	-0.1	2.6	0.5	6.2	0.3
CCOc1ccc(NC(=S)N2CCN(S(C)(=O)=O)CC2)cc1	-0.5	-3.4	-1.6	-2.4	-1.9	1.4	-0.8	2.1	-3.6
CC(C(C(=O)N1CCCCC1)N1CCCCC1)N1CCCCC1 (configuration not stated)	-9.8	-7.9	1.6	·	-1.6	1.7	-0.4	-0.8	0.9
OC[C@@H]1CN(Cc2cccc(C(F)(F)F)c2)C[C@H](n2cnc3c(NCc4ccncc4)ncnc32)O1	0.8	-12.2	2.0	·	-0.9	-4.5	-0.6	-3.6	-2.9
CC1CCN(C(=O)CSc2nc3ccccc3[nH]2)CC1	-4.1	-5.2	·	4.0	-0.8	-6.1	-0.1	-7.7	-2.2
O=C(NC1CCCCC1)C1c2ccccc2OCC(=O)N1CCc1c[nH]c2ccccc12 (configuration not stated)	1.0	20.1	·	·	·	-7.3	-0.3	·	·
CCCCCc1ccnc(CC(=O)c2ccc(OC)cc2)c1	-9.9	0.7	-0.1	·	1.6	-4.0	-0.7	-3.5	0.0
Cc1ccc2c(c1)C1CN(C)CCC1N2C(=O)Nc1ccc(Cl)cc1 (configuration not stated)	-10.7	-18.5	·	·	0.6	3.5	-0.2	22.5	0.1
COc1ccc(CNC(=O)COC(=O)c2ccc(S(=O)(=O)N3CCOCC3)cc2)cc1	1.1	8.5	0.3	1.2	-1.4	2.4	-0.3	-0.8	-3.0
O=C(Cn1cnnn1)OCC(=O)c1ccc(Cl)s1	5.7	-4.6	·	-1.0	2.7	0.9	1.5	-3.9	-2.3
CC(Sc1n[nH]c(-c2cccs2)n1)C(=O)Nc1ccc(C(N)=O)cc1 (configuration not stated)	0.2	6.0	-0.7	0.3	-1.6	-5.2	-3.0	-1.8	·
The listing continues:
SMILES	PrPC surface inh	CCHF vOTU inh	Mtb BioA inh	UGM FP inh	FBA Mtb inh	BoNT-F LC inh	BoNT-A LC inh2	GDH-TPI counter	FadD28 binding
C[C@]12CCC3C(CC[C@@H]4C[C@@H](O)CC[C@]34C)C1CC[C@@H]2O (some centres not stated)	7.4	-1.7	-0.1	·	1.1	0.4	0.2	0.9	0.2
c1cnc(-c2noc(CN3CCN(C4CCCC4)CC3)n2)cn1	-7.1	-1.6	1.3	-0.9	5.4	-3.9	0.0	-0.6	-0.1
COc1ccc(S(=O)(=O)Nc2cc(C(=O)NC3CCCCCC3)ccc2N2CCOCC2)cc1	·	·	-2.1	-1.6	0.5	-8.0	-0.3	1.4	-2.8
O=C(Cc1ccc(F)cc1)c1ccc(O)cc1O	0.9	2.8	0.3	-0.7	-1.1	1.0	1.1	46.1*	-2.2

As a short view, part of the list above:
SMILES	PrPC surface inh	CCHF vOTU inh	Mtb BioA inh	UGM FP inh	FBA Mtb inh	BoNT-F LC inh	BoNT-A LC inh2	GDH-TPI counter	FadD28 binding
c1cnc(-c2noc(CN3CCN(C4CCCC4)CC3)n2)cn1	-7.1	-1.6	1.3	-0.9	5.4	-3.9	0.0	-0.6	-0.1
COc1ccc(S(=O)(=O)Nc2cc(C(=O)NC3CCCCCC3)ccc2N2CCOCC2)cc1	·	·	-2.1	-1.6	0.5	-8.0	-0.3	1.4	-2.8
O=C(Cc1ccc(F)cc1)c1ccc(O)cc1O	0.9	2.8	0.3	-0.7	-1.1	1.0	1.1	46.1*	-2.2

High-throughput results: PubChem BioAssay, several laboratories
